Screening data (PubChem)
LMPTP block = blocks human LMPTP phosphatase. P24666. recombinant LMPTP-A, OMFP fluorogenic substrate, fluorescence intensity. inhibition, % at 20 µM. hit rate 0.22% among 360,000. AID 651560;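 active = compounds that cut the enzyme signal by at least half of the control window in the single-dose screen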;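 note: plate controls were DMSO wells with enzyme plus substrate for no effect and substrate without enzyme for full effect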
Target sequence (P24666 whole entry, looked up): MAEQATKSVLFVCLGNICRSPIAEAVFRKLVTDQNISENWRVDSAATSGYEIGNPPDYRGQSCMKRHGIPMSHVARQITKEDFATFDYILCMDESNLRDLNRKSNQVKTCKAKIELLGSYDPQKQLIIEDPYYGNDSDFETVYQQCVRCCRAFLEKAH
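Buffer or medium: Bis-Tris pH 6.0, DTT, detergent; Assay system: LMPTP-A enzyme; Quantity: 0.625 nM enzyme; Detection: endpoint fluorescence intensity; Times: 50 min dark incubation at room temperature; Controls: substrate-only low control, DMSO enzyme-plus-substrate high control; Doses: single 20 µM dose; Read-out: percent inhibition versus substrate-only and uninhibited controls; Reagent: 400 µM OMFP.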
MsrA act = activates bovine MsrA enzyme; hit rate 0.3% among 360,000; purified bovine MsrA, absorbance read-out; activation, % at 10.6 µM; in the data active = activation above about 7.5%;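 note: 0% = vehicle and 100% = reference activator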
Tb MetRS inh = Trypanosoma brucei MetRS inhibition; AID 624268; purified T. brucei MetRS, ATP depletion, Kinase-Glo luminescence; inhibition, % at 11.9 µM; hit rate 0.4% among 360,000;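 active = inhibition above a per-plate cutoff of the control wells' mean inhibition plus 3 SD, cut at about 5.5% in these data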;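 note: 0% = DMSO wells median and 100% = median of wells with control inhibitor compound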
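Test system: purified T. brucei MetRS enzyme. Also added: ATP, methionine and E. coli bulk tRNA substrates. Compound: 11.9 µM single point. Schedule: 15 min enzyme-compound preincubation, 2 h reaction, 10 min detection, 25 °C. Signal: luciferase luminescence of residual ATP, Kinase-Glo. Evaluation: percent inhibition versus plate control medians. Controls: DMSO wells, low control.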
MsrA inh = inhibits bovine methionine sulfoxide reductase A; hit rate 0.75% among 360,000; purified bovine MsrA, absorbance read-out; inhibition, % at 15.5 µM; in the data active = inhibition above about 4.5%;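 note: 0% = vehicle wells with enzyme and 100% = reference inhibitor wells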
Scp-1 inhibitor = blocks human Scp-1 phosphatase activity; Recombinant Scp1, phosphopeptide, malachite green phosphate absorbance; inhibition, % at 20 µM; hit rate 0.88% among 340,000; AID 493091;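 active = inhibition above about 50% at 20 µM, limit read from the data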;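 note: plate controls were DMSO wells with enzyme for no effect and wells lacking enzyme for full effect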
Target sequence (Q9GZU7 76-261 limits assumed): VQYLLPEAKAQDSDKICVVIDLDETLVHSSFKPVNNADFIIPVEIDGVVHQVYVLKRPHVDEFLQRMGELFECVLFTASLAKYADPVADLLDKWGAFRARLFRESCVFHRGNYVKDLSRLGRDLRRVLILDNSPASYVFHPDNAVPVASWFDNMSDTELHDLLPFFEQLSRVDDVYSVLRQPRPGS
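Assay system: SCP-1 catalytic fragment, aa 76-261 | Buffer or medium: Tris acetate buffer pH 5.5 with MgCl2 and Tween-20 | Compound: One concentration, 20 µM, with 1.0% DMSO | Also added: Phospho 17-mer peptide substrate | Signal: Absorbance at 630 nm | Incubation: 45 min enzyme reaction at room temperature | Measure: % inhibition of SCP-1 phosphate liberation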
NRP1-CendR mod = NRP-1/CendR interaction modulation; FAM-RPARPAR peptide binding to NRP-1, fluorescence polarization; inhibition, % at 25 µM; hit rate 0.85% among 360,000; O14786;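 active = inhibition or corrected inhibition above about 18%, plus a signal ratio from 0.5 to 1.5, limit read from the data, passing the limit was not always enough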; note: strong numbers were not always called active
DNMT1 block = DNMT1 (human) enzyme inhibition | P26358 | DNMT1 molecular beacon, Hinp1I cleavage, fluorescence | inhibition (reported as % activation of signal), % at 10 µM | hit rate 0.83% among 360,000; in the data active = inhibition above about 50%
STEP block = inhibitors of human striatal-enriched phosphatase STEP; P54829; recombinant STEP, OMFP fluorogenic substrate, fluorescence; inhibition, % at 20 µM; hit rate 0.25% among 360,000; AID 588621;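 active = inhibition at 20 µM, scaled per plate between control wells, above about 37%, limit read from the data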;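 note: 0% = DMSO with enzyme and substrate and 100% = substrate only without enzyme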
Target sequence (P54829 whole entry, looked up): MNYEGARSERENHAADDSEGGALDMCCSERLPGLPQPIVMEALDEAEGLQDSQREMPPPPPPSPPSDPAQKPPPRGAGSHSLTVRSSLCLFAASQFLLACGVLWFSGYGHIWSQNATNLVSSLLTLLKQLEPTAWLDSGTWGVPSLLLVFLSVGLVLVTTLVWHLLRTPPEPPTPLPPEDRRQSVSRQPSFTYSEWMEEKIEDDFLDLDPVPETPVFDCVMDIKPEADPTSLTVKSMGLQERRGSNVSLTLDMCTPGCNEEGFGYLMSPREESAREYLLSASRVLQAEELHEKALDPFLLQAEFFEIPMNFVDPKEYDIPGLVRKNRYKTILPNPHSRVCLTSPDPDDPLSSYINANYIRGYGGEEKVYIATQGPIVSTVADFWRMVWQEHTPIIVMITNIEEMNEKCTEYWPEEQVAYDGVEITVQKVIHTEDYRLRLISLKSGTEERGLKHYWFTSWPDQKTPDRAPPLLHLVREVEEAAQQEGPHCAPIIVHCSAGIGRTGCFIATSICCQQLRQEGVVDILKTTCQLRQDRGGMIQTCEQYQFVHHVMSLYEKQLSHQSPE
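Test system: STEP tyrosine phosphatase / Reagent: OMFP at 25 µM / Doses: 20 µM, 1% DMSO / Read-out: percent inhibition scaled to no-enzyme and uninhibited-enzyme controls, plate-pattern corrected / Detection: FITC-channel fluorescence of OMFP product / Medium: Bis-Tris buffer pH 6.0, 2.5 mM DTT, 0.005% Tween 20 / Schedule: 20 min at room temperature, dark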
E coli Lon inh = inhibits E. coli Lon protease | P0A9M0 | purified E. coli Lon protease, fluorescence polarization | inhibition, % at 7.94 µM | hit rate 0.42% among 360,000; in the data active = inhibition above about 13%, passing the limit was not always enough;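 note: 0% = enzyme with probe and DMSO and 100% = no enzyme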
SUMO1-SIM PPI = SUMO1-SIM interaction modulation. SUMO1 binding to a labelled peptide, TR-FRET, 1 h. inhibition, % at 20 µM. hit rate 0.33% among 360,000. AID 602429; in the data active = inhibition above about 37%
Starred values were filed as active, the others as inactive; / = not tested or not shown.

entry	LMPTP block	MsrA act	Tb MetRS inh	MsrA inh	Scp-1 inhibitor	NRP1-CendR mod	DNMT1 block	STEP block	E coli Lon inh	SUMO1-SIM PPI	Compound
1	-1.7	-2	0.5	-1.4	-6	6	1	3	-3	2	COC(=O)c1ccc(OC(=O)C23CCC(C)(C(=O)O2)C3(C)C)cc1 (stereo unspecified)
2	2.8	-1	1.1	1.8	-5	9	-20	4	7	-3	COc1ccc(-c2nn(-c3ccccc3)cc2/C=N/NC(=S)NC(C)C)cc1OC
3	-3.2	-14	-1.5	1.3	/	-20	/	/	-2	2	CCCCN1C(=O)C(CC(=O)NC2CCCCC2)CC(C(=O)N2CCCCCC2)=C1C (stereo unspecified)
4	0.8	-6	-0.2	0.5	2	-12	-5	-1	0	9	O=C(c1ccc2c(c1)OCO2)N1CCC2(CC1)Oc1ccc(Cl)cc1C(=O)C21CC(c2cccnc2)=NO1 (stereo unspecified)
5	-0.2	-8	-1.4	0.7	0	-6	3	0	-1	1	Cn1c(=O)n(C)c2cc(S(=O)(=O)N3CCCc4ccccc43)ccc21
6	-2.7	1	0.1	-0.2	-1	-13	-3	-1	-7	3	COC(=O)C1=C(C)n2nnnc2NC1c1cc2ccccc2o1 (stereo unspecified)
7	-1.8	0	-0.5	0.5	1	6	-1	-3	-3	3	Fc1cccc2ncnc(OCc3ccccc3)c12
8	-0.1	0	0.2	2.9	-1	8	0	0	-4	0	COc1ccc(CCNCc2ccc(OCC(=O)N3CCCCC3)c(OC)c2)cc1OC
9	1.0	-2	-0.3	1.0	-4	6	-1	1	-4	1	COc1cccc(NC(=O)CN(C)C(=O)c2ccc(OCc3ccccc3)c(OC)c2)c1
10	-1.2	-1	-0.1	-1.0	/	-11	/	/	6	0	CC(C)C[C@H]1CN([C@@H](CC(C)C)CN2CCC[C@H]2CN2C(=O)C(=O)NC[C@@H]2Cc2ccc(O)cc2)C(=O)C(=O)N1CC1CCCCC1
11	-0.3	-6	-0.5	/	3	-4	6	-3	-13	-15	O=C(c1ccco1)N1CCN(C(=O)c2cc3c(=O)oc4ccccc4c3s2)CC1
12	0.7	-5	-0.7	2.5	-13	-29	1	-13	-16	-5	O=C(OCN1C(=O)c2ccccc2C1=O)/C(=C\c1ccco1)NC(=O)c1ccccc1
13	1.3	-3	-0.6	2.3	-8	4	-5	-3	9	-6	CC(=O)Nc1ccc(S(=O)(=O)Nc2ccc(C)c([N+](=O)[O-])c2)cc1
14	0.5	-1	0.0	-1.0	-7	-1	-1	-4	-25	-2	O=C(CN1CCCc2ccccc21)NCc1ccccc1Cl
15	4.3	-4	-0.6	0.2	-1	0	-4	10	2	-3	CCCc1nc(SCC(=O)c2ccc(OC)cc2)c2ccccc2n1
16	2.3	-1	-0.8	1.1	-8	-10	-10	5	2	0	O=C(Cc1ccc2c(c1)CCCC2)Nc1ccccc1Br
17	0.5	-3	0.6	-0.1	-5	-2	-3	1	-4	0	O=C(COC(=O)C12CC3CC(CC(C3)C1)C2)Nc1ccc([N+](=O)[O-])cc1Br
18	-2.9	-1	-0.3	1.1	/	0	8	-4	8	3	O=C(c1ccc(-n2cncn2)c2ccoc12)N1CCOCC1
19	0.8	1	0.1	1.6	12	-11	6	0	-11	0	CC12CCC(C(=O)Nc3ccc(SC(F)F)cc3)(CC1=O)C2(C)C (stereo unspecified)
20	-0.5	-1	0.1	1.1	-7	0	0	-1	-1	3	CCCCc1nc2ccccc2c(NC(=O)CN(CC)CC)c1CCC
21	-2.8	-3	-0.5	0.5	-5	20	-3	-1	6	3	CN(CC1CCCN(CCc2cccc(C(F)(F)F)c2)C1)C(=O)c1ccc2nc[nH]c2c1 (stereo unspecified)
22	-0.3	-3	0.1	-1.4	-1	12	0	0	0	-3	Cc1cc2c(c(SCC(=O)NCc3ccccc3Cl)n1)C(=O)OC2
23	0.3	-2	-0.6	2.4	-6	-2	1	-1	-5	-2	NN=C(c1ccccc1)c1ccccc1
24	-1.7	0	-0.2	2.3	-12	2	-1	-3	8	-2	CCN1CCN(Cc2c(C)[nH]c3ccc(C(=O)OC)cc3c2=O)CC1
25	-0.7	-1	-0.3	-1.2	3	0	1	2	-6	3	Cc1ccc(F)cc1NC(=O)N1CCCN(C(=O)OC(C)(C)C)CC1
26	-1.5	3	0.1	-0.6	-3	-10	3	6	-7	-6	COc1ccc(C2/C(=C(/O)c3ccc(OC(C)C)cc3)C(=O)C(=O)N2CCCN2CCOCC2)cc1 (stereo unspecified)
27	-0.6	-15	0.8	-0.4	-11	4	-1	1	7	1	COc1ccc(Cl)cc1NC(=O)C1CCCN(S(=O)(=O)c2cccc3nonc23)C1 (stereo unspecified)
28	-1.6	-11	-1.0	1.8	10	6	7	-5	-9	0	CCN(CC)C(=O)Cn1ncc2c1-c1ccccc1OC2
29	-0.9	-1	-0.1	-0.1	-5	0	0	0	15	0	O=C(CNC(=O)c1ccc(Cl)cc1)Nc1ccc(S(=O)(=O)Nc2ncccn2)cc1
30	1.1	-1	-0.2	3.9	/	1	3	1	1	1	N#CCCN(C(=O)COC(=O)c1ccc(Cl)nc1)c1ccc2c(c1)OCCO2
31	-1.3	-8	-0.6	-0.5	-7	3	-4	3	-7	0	CCc1ccccc1NC(=O)c1onc(C)c1Cl
32	-0.8	-3	-0.1	2.3	-4	-3	16	-1	-6	3	CN(C)S(=O)(=O)Oc1ccc(Cl)cc1C(=O)Nc1ccc(F)cc1F
33	-1.0	-4	-0.7	-0.1	-2	11	-2	-4	7	-1	CCOCCCNC(=O)C(c1ccccc1)N(Cc1ccc2c(c1)OCO2)C(=O)CNC(C)=O (stereo unspecified)
34	-0.3	-14	-2.5	7.3*	-2	10	5	-3	3	-8	CN(C)c1ccc(/C=N\NC(=O)c2csnn2)cc1
35	0.1	-1	-0.1	0.3	-4	6	2	-3	6	-4	Cc1ccc(O)c(CO)n1
36	-0.6	-5	-0.6	/	-7	7	0	2	-2	1	O=C(Cc1ccc(Cl)cc1)Oc1cccc2cccnc12
37	-2.1	-5	69*	-1.3	-9	12	0	4	-2	3	C[C@@H]1C=C(C(=O)NCc2nc3ccccc3[nH]2)O[C@H](OCc2ccc(CO)cc2)C1
38	-0.3	0	0.4	-0.7	-2	-116	4	4	-3	-1	CSc1nc(=O)n(-c2ccccc2)c(C)c1C(C)=O
39	1.3	-10	-1.4	-0.4	3	2	-2	0	-6	0	Cc1ccc(NC(=O)Nc2ncccc2C)cc1
40	3.1	1	0.4	-0.2	-5	-3	-11	1	3	1	CC1(C)c2[nH]c3ccccc3c2C[C@H]2C(=O)N(Cc3ccc(F)cc3)C(=O)N21

Some of these compounds in order of their number in Scp-1 inhibitor, rising:
entry	LMPTP block	MsrA act	Tb MetRS inh	MsrA inh	Scp-1 inhibitor	NRP1-CendR mod	DNMT1 block	STEP block	E coli Lon inh	SUMO1-SIM PPI	Compound
36	-0.6	-5	-0.6	/	-7	7	0	2	-2	1	O=C(Cc1ccc(Cl)cc1)Oc1cccc2cccnc12
32	-0.8	-3	-0.1	2.3	-4	-3	16	-1	-6	3	CN(C)S(=O)(=O)Oc1ccc(Cl)cc1C(=O)Nc1ccc(F)cc1F
38	-0.3	0	0.4	-0.7	-2	-116	4	4	-3	-1	CSc1nc(=O)n(-c2ccccc2)c(C)c1C(C)=O

Next section.
entry	LMPTP block	MsrA act	Tb MetRS inh	MsrA inh	Scp-1 inhibitor	NRP1-CendR mod	DNMT1 block	STEP block	E coli Lon inh	SUMO1-SIM PPI	Compound
41	-0.1	-3	-1.1	2.6	-4	-20	-8	4	-7	-3	CNC(=S)NNC(=O)c1noc(C)c1C(=O)N1CCN(C(c2ccccc2)c2ccccc2)CC1
42	4.3	-5	-0.4	-0.8	-4	-3	1	0	-5	-4	CC1CCCC(C)N1C(=O)c1cc(-c2ccc(Cl)c(Cl)c2)on1 (stereo unspecified)
43	0.4	-4	-0.6	-0.5	21	-4	12	-4	3	-4	O=C(COc1ccccc1)N1N=C(c2cccnc2)CC1(O)C(F)(F)F (stereo unspecified)
44	-0.3	-1	-0.5	0.6	0	12	-4	-2	-4	-1	O=C(NCc1cccs1)[C@@H]1CSC2c3ccccc3C(=O)N21 (stereo partly specified)
45	0.3	-9	-1.0	4.6*	1	6	3	0	-7	-10	COc1cc(/C=C/C(=O)OC(C)C(=O)Nc2c(C)n(C)n(-c3ccccc3)c2=O)ccc1OCC#N (stereo unspecified)
46	3.0	-2	-0.7	-0.1	/	3	-12	0	-1	6	O[C@H]1CN(CC2CCCCC2)[C@@H](c2ccc(Cl)cc2)C[C@@H]1n1cc(C2CC2)nn1
47	-0.1	0	-0.4	/	-2	10	1	1	-15	2	O=C(Nc1ccccc1C(=O)N1CCOCC1)c1ccc(Br)cc1
48	-0.5	2	0.4	-1.6	-13	18	1	0	7	-13	CCOc1ccc(C(=O)Nc2ccccc2C#N)cc1[N+](=O)[O-]
49	-1.2	-5	-0.8	0.8	-2	6	-1	1	5	-2	Cc1ccc(S(=O)(=O)NCc2csc(C)n2)cc1
50	13	0	-0.2	0.5	/	-12	-17	5	-2	-3	CCc1nc2ccc(C(=O)Nc3cc(-c4ccccc4)ccc3OC)cn2c1N(C)CCC(C)C
51	1.1	-1	-0.6	-0.6	1	4	-4	0	15	-8	COc1ccc2cc3cc(C(=O)NCCN4CCc5ccccc5C4)sc3nc2c1
52	-0.8	-3	-0.2	1.1	-1	0	4	-2	-13	-4	COc1ccccc1N1CCN(S(=O)(=O)c2cn(C)c(=O)n(C)c2=O)CC1
53	-0.3	-5	-1.6	2.5	12	23	3	1	-7	1	Cn1cccc1/C=N/n1c(-c2ccccc2)n[nH]c1=S
